Screens as filed in PubChem BioAssay.
OPRM1-OPRD1 ag = agonists of OPRM1-OPRD1 heterodimerization, primary screen, cell-based, luminescence; activation, % at 9.3 µM; AID 504326, 2011; cells; 340,000 tested, 0.3% active; Mu-type opioid receptor (Homo sapiens) + Delta-type opioid receptor (Homo sapiens), …; in the data active = activation above about 18%;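 also: 0% = vehicle-treated cells and 100% = reference agonist; values of inactives mirror those of a sister screen read the other way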
Target sequence (P35372 whole entry, looked up): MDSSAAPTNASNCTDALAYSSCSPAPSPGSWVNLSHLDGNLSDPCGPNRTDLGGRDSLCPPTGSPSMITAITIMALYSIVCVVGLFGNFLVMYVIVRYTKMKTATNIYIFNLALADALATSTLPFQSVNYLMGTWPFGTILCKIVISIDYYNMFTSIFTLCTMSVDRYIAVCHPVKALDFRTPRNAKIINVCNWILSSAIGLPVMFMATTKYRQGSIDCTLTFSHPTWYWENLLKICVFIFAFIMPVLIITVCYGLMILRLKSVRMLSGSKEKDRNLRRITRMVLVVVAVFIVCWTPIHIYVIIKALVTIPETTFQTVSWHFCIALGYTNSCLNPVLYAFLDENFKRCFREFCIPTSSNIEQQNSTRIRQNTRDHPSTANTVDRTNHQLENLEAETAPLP
Target sequence (P41143 whole entry, looked up): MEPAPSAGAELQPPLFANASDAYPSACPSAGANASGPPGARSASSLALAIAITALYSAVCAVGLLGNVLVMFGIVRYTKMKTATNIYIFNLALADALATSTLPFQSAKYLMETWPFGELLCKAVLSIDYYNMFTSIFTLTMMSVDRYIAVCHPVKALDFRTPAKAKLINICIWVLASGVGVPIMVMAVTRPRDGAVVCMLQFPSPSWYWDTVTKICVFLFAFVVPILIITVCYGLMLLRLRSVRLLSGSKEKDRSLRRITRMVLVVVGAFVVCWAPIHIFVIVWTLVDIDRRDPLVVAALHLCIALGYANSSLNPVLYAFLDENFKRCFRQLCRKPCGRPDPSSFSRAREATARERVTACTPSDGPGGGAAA
PfHsp90 set2 = growth inhibition of PfHsp90-expressing yeast, primary screen, antimalarial PfHsp90 inhibitor project, S. cerevisiae, BacTiter-Glo luminescence, single point, set 2. 310,000 tested, 0.32% active. AID 504621, 2011. inhibition, % at 9.4 µM. BacTiter-Glo ATP, 48 h; yeast lacking PDR1 and PDR3 efflux regulators;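 active = every replicate shows inhibition above about 80%, whatever the replicate mean, limit read from the data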;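 also: 0% = DMSO neutral controls and 100% = 20 µM radicicol positive controls; yeast relying on Plasmodium falciparum Hsp90 in place of its own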
E coli growth = E. coli V3065 growth inhibition, primary screen, counter-screen for AddAB inhibitor project, absorbance, OD600; 18 h; inhibition, % at 11.9 µM; 330,000 tested, 0.27% active; AID 449728, 2010;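 active = inhibition above the campaign's mean inhibition across all tested compounds plus 3 SD, cut at about 9.9% in these data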;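 also: uninfected addAB+ strain grown without phage in ampicillin broth; 0% = DMSO wells and 100% = ciprofloxacin 0.95 µg/ml wells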
PKA-R1A activ = activators of PKA-R1A holoenzyme, primary screen, biochemical, fluorescence polarization, Cy5-IP20, bovine R1A, mouse PKAc; PKA-R1A dissociation; scaled: DMSO 0%, 113 µM cGMP 100%; activation, % at 11.4 µM; 340,000 tested, 0.083% active; AID 504707, 2011;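 active = percent activation above the mean of all tested compounds plus 3 SD, cut at about 19% in these data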;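 also: higher means more PKAc released from R1A so a rise in polarization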
Arr AP2 block = inhibitors of beta-arrestin/AP2 binding, primary screen, biochemical, GPCR trafficking, flow cytometry | beta-arrestin 1 C-terminal peptide binding to AP2 beta2-adaptin appendage (human) | FITC-arrestin peptide / GST-AP2 beads; AP2 beta2 appendage carries R879A mutation | inhibition, % at 10 µM | 340,000 tested, 0.31% active | AID 504490, 2011;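 active = inhibition above a set limit, near 3 SD of compounds lacking own fluorescence, cut at about 54% in these data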;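 also: plate controls were DMSO wells for no effect and 5 µM unlabelled arrestin peptide for full effect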
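System: GST-tagged AP2 beta2-adaptin appendage (R879A) on 4 µm glutathione beads / Reagent: FITC-arrestin peptide, 50 nM / Detection: HyperCyt-sampled flow cytometry, FL1 channel, ex 488/em 535 nm / Timing: 12 min plus 1 h, RT / Buffer or medium: PBS plus Tween 20 (0.05%) and BSA (0.1%)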
phage Ecoli inh = growth loss of phage-infected E. coli, primary screen, RecBCD inhibitor project, absorbance, with phage, HTS | inhibition, % at 11.9 µM | 360,000 tested, 0.26% active; in the data active = inhibition above about 11%
Pemphigus Ab inh = inhibitors of pemphigus antibody binding to DSG3, primary screen, biochemical, bead-based, flow cytometry, scFv-GFP; Desmoglein-3 (Homo sapiens), P32926; DSG3-coupled beads, scFv-anti-DSG3-GFP binding; active compounds read low; binding (percent of control), % at 10 µM; 310,000 tested, 0.48% active; AID 588358, 2011;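 active = binding more than 3 SD below its plate's average and above zero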;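 also: hits lower antibody fragment binding to DSG3; some compounds called inactive have numbers as strong as hits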
MOR-DOR inv ag = inverse agonists of MOR-DOR heterodimerization, primary screen, cell-based, luminescence | inhibition, % at 9.3 µM | 340,000 tested, 0.21% active | cell-based MOR-DOR heterodimer luminescence, inverse agonism; in the data active = inhibition above about 22%, passing the limit was not always enough;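 also: 0% = cells with DMSO and 100% = wells without cells with DMSO; values of inactives mirror those of a sister screen read the other way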
AddAB inh = growth inhibition of E. coli expressing H. pylori AddAB, primary screen, AddAB inhibitor project, absorbance. 330,000 tested, 0.29% active. inhibition, % at 11.9 µM. AID 435030, 2010; in the data active = inhibition above about 12%;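 also: 0% = vehicle wells of infected cells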
SUMO Mot1 rescue = yeast Mot1-301 growth rescue at high temperature, primary screen, SUMOylation pathway inhibitor project, S. cerevisiae, ATP luminescence, 38.5C. 320,000 tested, 1% active. S. cerevisiae Mot1-301 growth rescue; percent above DMSO median, 100 means doubled. growth rescue, % at 18.8 µM. AID 2716, 2010;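 active = every valid replicate shows activation above 250% relative to neutral control wells; inactive = the rest, any valid replicate at or below 250%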;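 also: OY570 slx delta 5 strain wells were the positive control but not used for scaling; some compounds called inactive have numbers as strong as hits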
Tat export inh = E. coli Tat export inhibitors, primary screen, MC4100, TorA-mCherry reporter, fluorescence, single point; inhibition, % at 10 µM; 340,000 tested, 0.036% active;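 active = mean replicate inhibition at least 50% and at least half of replicates individually reaching 50%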;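 also: exported cargo escapes ClpAP degradation while cytoplasmic cargo is degraded and loses fluorescence; 0% = median of neutral control wells and 100% = median of NaSCN control wells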
An asterisk follows results filed as active; . = not tested or not shown. Rows are unselected; about 2.8% have a hit in one of these screens.

Sequence of screens – OPRM1-OPRD1 ag, PfHsp90 set2, E coli growth, PKA-R1A activ, Arr AP2 block, phage Ecoli inh, Pemphigus Ab inh, MOR-DOR inv ag, AddAB inh, SUMO Mot1 rescue, Tat export inh
CC(C)N(Cc1nccn1C)C(=O)CC1C(=O)NCCN1Cc1ccc(F)c(F)c1 (stereo unspecified)
    -4.1, 13, -0.8, 9, 31, 2.0, 111, 17, 0.3, -2, -9
CN/N=C(\Cc1nc2ccccc2[nH]1)c1ccc([N+](=O)[O-])cc1
    4.4, 4, ., -3, -7, 2.3, 93, -24, ., ., 2
COc1ccc(NC(=O)CCC(=O)OCC(=O)c2ccc(Oc3ccc([N+](=O)[O-])cc3)cc2)cc1
    -2.0, 4, -0.8, -6, -3, 1.2, 88, 14, 0.8, -11, 0
COc1ccc(OC)c(CNC(=O)CCSCc2ccc(F)cc2Cl)c1
    -1.6, -13, -1.8, 7, 17, 0.9, 98, 9, 1.9, 13, -5
CC/C(=N\NC(=O)Nc1nonc1N)c1ccc(OC)c(OC)c1
    -1.6, -10, 4.5, -6, -3, -2.4, 113, 8, 6.2, -12, -13
O=C(Nc1ccc(Br)cc1)c1cccn1-c1ncc(C(F)(F)F)cc1Cl
    5.2, ., 1.5, -18, -5, 4.8, 103, -26, 4.5, 16, 10
COC(=O)c1cccc(NC(=O)CSc2nnc(C)n2Cc2ccccc2)c1
    -0.9, -12, 0.0, -4, 4, 0.8, 99, 5, 0.7, -10, 7
NS(=O)(=O)c1ccc(CCNC(=O)C(=O)NCC2OCCN2C(=O)c2ccc3c(c2)OCO3)cc1 (stereo unspecified)
    -2.7, -9, -2.2, 4, ., 2.3, 81, 14, -1.4, 4, 10
O=S(=O)(Cc1cc(Sc2ccccc2)nc(-c2ccccc2)n1)c1ccccc1
    -2.2, -11, -2.8, -9, 6, 0.6, 99, 11, 1.8, 17, 5
CCCNCc1nnc(-c2ccccc2Cl)o1
    -1.5, -7, 1.9, -13, 6, 4.5, 94, 8, 1.2, 16, 3
C=CCOc1ccc(/C(O)=C2/C(=O)C(=O)N(CCCn3ccnc3)C2c2ccco2)cc1 (stereo unspecified)
    0.1, 8, 0.8, 5, 0, 5.7, 93, 0, 0.8, 3, -6
CCC1(C)N(O)C(C)(C)C(c2ccc(F)cc2)=[N+]1[O-] (stereo unspecified)
    -2.4, -13, -0.1, 3, -6, 3.2, 93, 14, -0.4, -2, 8
COc1cccc(N2CC(NC(=O)c3cccc4ccccc34)CC2=O)c1 (stereo unspecified)
    -1.7, 32, 2.0, -10, 0, 1.9, 97, 8, 3.2, -27, -7
CCN(CC)S(=O)(=O)c1ccc(NS(=O)(=O)c2ccc(O)c([N+](=O)[O-])c2)cc1
    -2.1, 8, -2.9, -6, 8, 1.5, 102, 11, 3.2, -9, -9
Cc1cc(C)n2nc(C(=O)OCC(=O)Nc3ccc(C)c(F)c3)nc2n1
    -1.3, ., 0.4, -11, -1, 11, 101, 5, 3.4, -24, -1
C/C(=N\NC(=O)c1cc(C)nc2ccccc12)c1cccc(Cl)c1
    -0.9, -23, -1.3, 5, -6, 0.4, 100, 6, 2.0, 3, -10
Cc1nn(C)cc1S(=O)(=O)N1CCN(Cc2ccccc2Cl)CC1
    0.5, 10, -1.2, -6, -11, 4.1, 100, -3, -0.8, -9, 3
CCOc1ccc(-c2cccc(NS(=O)(=O)c3ccccc3[N+](=O)[O-])c2)nn1
    -0.8, -3, 2.0, 2, 7, 4.1, 98, 5, 2.8, 93, 5
O=c1[nH]c(C(F)(F)F)nc2c1nnn2Cc1ccccc1F
    -2.0, -1, 0.3, -5, -4, 3.8, 99, 10, 0.4, 1, -5
CCN1CCN(CC(=O)c2c[nH]c3ccccc23)CC1
    0.0, -4, 0.6, 5, -8, 2.9, ., 0, 0.2, 197, -8
COc1ccc([N+](=O)[O-])cc1Nc1c2ccccc2nc2ccccc12
    2.1, -2, 0.3, -1, -14, 3.3, 115, -10, 5.0, -20, 2
COC(=O)c1sc(NC(=O)c2c(C)noc2C)nc1C
    -3.4, 14, 0.3, 0, 19, 3.0, 102, 18, 1.8, 4, -1
COc1ccc(NC(=O)COC(=O)CN2C(=O)c3ccccc3C2=O)cc1
    -0.9, ., ., 1, -11, 1.5, 95, 6, ., ., -12
CC(=O)Nc1ccc(S(=O)(=O)Nc2cc(C)ccn2)cc1
    -3.7, -9, 0.4, -6, -10, ., 107, 18, -0.2, -5, -15
Cc1ccc(C)c(-c2nc3cc(N)ccc3o2)c1
    0.4, 6, 0.6, -2, 11, 3.4, 101, -2, -0.2, -2, 3
Cn1cnc(S(=O)(=O)Nc2ccc3c(c2)OCCO3)c1
    ., 0, 1.2, ., 5, 0.3, 100, ., 3.1, 376, -11
COc1ccc(/C=N/NC(=O)COc2ccccc2-c2ccccc2)cc1
    3.2, 7, -0.2, -4, -8, 2.2, 75, -17, -0.5, 17, 9
C=CCC[C@H](Cc1ccc(F)cc1)C(=O)OC[C@@H](NC(=O)[C@H](CC=C)CC(=O)NCCO)C(C)(C)C
    -1.9, -8, -0.8, 6, ., 0.9, 103, 11, 2.8, -27, 16
O=[N+]([O-])c1ccc(CN2CCSCC2)cc1
    -2.0, ., 1.2, -9, 6, 0.8, 116, 10, 1.4, 10, 2
O=C(Cn1nc(C(=O)O)c2ccccc2c1=O)Nc1cc(Cl)ccc1-n1cncn1
    -1.0, 31, -1.6, 0, -5, -0.9, ., 4, -0.9, 0, -2

Fetched by structure from above, 3 records:
Sequence of screens – OPRM1-OPRD1 ag, PfHsp90 set2, E coli growth, PKA-R1A activ, Arr AP2 block, phage Ecoli inh, Pemphigus Ab inh, MOR-DOR inv ag, AddAB inh, SUMO Mot1 rescue, Tat export inh
COC(=O)c1sc(NC(=O)c2c(C)noc2C)nc1C
    -3.4, 14, 0.3, 0, 19, 3.0, 102, 18, 1.8, 4, -1
O=[N+]([O-])c1ccc(CN2CCSCC2)cc1
    -2.0, ., 1.2, -9, 6, 0.8, 116, 10, 1.4, 10, 2
O=c1[nH]c(C(F)(F)F)nc2c1nnn2Cc1ccccc1F
    -2.0, -1, 0.3, -5, -4, 3.8, 99, 10, 0.4, 1, -5

An excerpt taken from the entries so far, for reference:
Sequence of screens – OPRM1-OPRD1 ag, PfHsp90 set2, E coli growth, PKA-R1A activ, Arr AP2 block, phage Ecoli inh, Pemphigus Ab inh, MOR-DOR inv ag, AddAB inh, SUMO Mot1 rescue, Tat export inh
COc1ccc(/C=N/NC(=O)COc2ccccc2-c2ccccc2)cc1
    3.2, 7, -0.2, -4, -8, 2.2, 75, -17, -0.5, 17, 9
C=CCC[C@H](Cc1ccc(F)cc1)C(=O)OC[C@@H](NC(=O)[C@H](CC=C)CC(=O)NCCO)C(C)(C)C
    -1.9, -8, -0.8, 6, ., 0.9, 103, 11, 2.8, -27, 16
O=[N+]([O-])c1ccc(CN2CCSCC2)cc1
    -2.0, ., 1.2, -9, 6, 0.8, 116, 10, 1.4, 10, 2
O=C(Cn1nc(C(=O)O)c2ccccc2c1=O)Nc1cc(Cl)ccc1-n1cncn1
    -1.0, 31, -1.6, 0, -5, -0.9, ., 4, -0.9, 0, -2

New compounds follow:
Sequence of screens – OPRM1-OPRD1 ag, PfHsp90 set2, E coli growth, PKA-R1A activ, Arr AP2 block, phage Ecoli inh, Pemphigus Ab inh, MOR-DOR inv ag, AddAB inh, SUMO Mot1 rescue, Tat export inh
OCC1(Cc2ccccc2)CCN(C2CCN(c3ccccc3F)CC2)CC1
    4.8, 6, 1.3, -4, -18, 2.9, 113, -23, 0.2, 136, -16
N#Cc1cnn2c1nc(N1CCCCC1)c1ccccc12
    -0.5, 11, -0.4, 7, 24, 2.0, ., 2, 3.1, ., 1
Cc1nnsc1NC(=O)OCC(C)(C)C
    3.0, 3, 0.9, -21, 28, 2.7, 93, -12, 4.7, -39, -2
CCc1sc(C(=O)Nc2ccc3nc(C)sc3c2)cc1C
    6.7, -18, -0.2, 3, -2, 2.9, ., -27, -0.7, 96, -8
CCn1c(SCC(=O)Nc2ccc3c(c2)OCO3)nnc1C(C)C
    0.7, 3, -0.4, 3, 2, 2.5, 113, -4, 2.1, -14, -5
O=C(NCCc1cccc(F)c1)C1CCC(=O)N(CCCc2ccccc2)C1 (stereo unspecified)
    -1.1, -5, 1.5, 2, 62*, 0.6, 95, 6, 1.6, 10, 3
CN(CC(=O)Nc1ccc(F)c(F)c1F)C(=O)c1ccc2c(c1)S(=O)(=O)N=C1CCCCCN12
    1.4, 3, 2.0, -4, 10, -0.1, 104, -10, 0.5, 89, -5
CCN(CC)C(=O)CSc1ncnc2sc(C)c(C)c12
    -1.2, 8, 0.6, -10, 1, 1.8, 105, 7, 4.6, -6, 9
CSc1nc(C)cc(Oc2ccccc2)n1
    -2.3, -1, -0.4, -2, 42, 1.1, 97, 11, 0.0, 7, -7
CCC(=O)NCCc1nc2cc(NC(=O)c3ccco3)ccc2n1C
    -2.4, 21, -0.4, -1, 16, 0.7, ., 15, 0.4, -4, 2
COCCNC(=O)C(C)N(c1ccc(OC)cc1)S(C)(=O)=O (stereo unspecified)
    -2.5, 1, 1.2, 3, -4, 1.9, 114, 14, 1.6, 2, -4
Cc1ccc(S(=O)(=O)N2CCC(C(=O)N3CCC[C@H]3C(=O)NCC(C)C)CC2)cc1
    -0.6, -48, -1.1, -6, 34, 0.5, ., 3, 0.0, 6, 5
CC(C)/C(C=O)=C(/NC1CCCCC1)c1ccccc1
    10, 3, -0.3, -1, -10, 1.2, 91, -51, -1.3, 80, -3
CC(C)C(=O)NNc1nc2ccccc2s1
    -0.8, -2, -2.3, 0, -5, -0.8, 97, 4, -0.1, -9, 8
CCN(CC)S(=O)(=O)c1cccc(C(=O)NC(Cc2c[nH]c3ccccc23)c2nnc3n2CCC3)c1 (stereo unspecified)
    -2.4, -20, 1.1, -1, -7, 1.4, 114, 13, 3.9, -1, 3
